CIT2 TOR yeast: modulators of CIT2-GFP expression in yeast, primary screen, S. cerevisiae, GFP fusion, multiplex flow cytometry, MLPCN library; S. cerevisiae CIT2-GFP strain, 3 h; 100 means same as DMSO wells; GFP response vs DMSO, % at 10 µM; hit rate 0.065% among 320,000; AID 2029, 2009;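 active = GFP response relative to DMSO above a set limit, near the screen mean plus 3 SD, cut at about 150% in these data; inconclusive = Fewer than 70 cells measured for a yeast strain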;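 note: ratio of well median GFP fluorescence to mean of DMSO wells on the plate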
GRK2 inh: compounds blocking aptamer binding on GRK2 – biochemical, human GRK2, bead flow cytometry, HTS, primary screen. Beta-adrenergic receptor kinase 1 (Homo sapiens), P25098. FAM-aptamer displacement from GRK2. inhibition of aptamer binding, % at 10 µM. hit rate 0.59% among 330,000. AID 488847, 2010;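 active = inhibition of aptamer binding above 40%, roughly 3 SD of noise, on plates passing a quality check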;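 note: median bead fluorescence of bound FAM aptamer so fluorescent compounds give negative values; no value below 0 was filed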
Bcl-xL primary: inhibitors of human Bcl-xL, primary screen, biochemical, fluorescence polarization, HTS; GST-Bcl-xL / FITC-Bim BH3 peptide fluorescence polarization; inhibition, % at 10.9 µM; Bcl-2-like protein 1 (Homo sapiens), Q07817; hit rate 0.7% among 320,000; AID 2129, 2009;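 active = inhibition above the mean of all tested compounds plus 3 SD, cutoff set per campaign, cut at about 30% in these data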;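 note: 0% = DMSO wells and 100% = unlabeled Bim-BH3 peptide competitor; inhibitors lower millipolarization by displacing the labeled peptide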
Yeast superoxide: reduction of superoxide in aged yeast, primary screen, HTS; hit rate 0.18% among 330,000; S. cerevisiae aged cells, superoxide DHE fluorescence; stronger effect = lower value; superoxide response (% of plate mean), % at 10 µM;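 active = superoxide response under a set limit, about three screen SD below normal, cut at about 65% in these data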;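 note: yeast aged for seven days with compound at 30 °C before DHE staining; 100% = average MFI of all compound-treated wells on the plate with controls excluded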
MEX-5 binding: MEX-5 zinc finger RNA-binding disruptors – biochemical, C. elegans, fluorescence polarization, MLPCN library, primary screen. hit rate 0.38% among 300,000. activity score (negative = inhibition of binding), % at 10 µM. MEX-5/FITC-TCR2 RNA binding; stronger effect = lower value;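 active = inhibition past about -25% in most replicates, and total fluorescence under double the plate's negative control median, limit read from the data; inconclusive = replicates evenly split on the limit, or fluorescence at least double controls; inactive = too little inhibition in most replicates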;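 note: 0% = DMSO and -100% = 5 µM competing unlabeled TCR2 RNA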
Target sequence (Q9XUB2 whole entry, looked up): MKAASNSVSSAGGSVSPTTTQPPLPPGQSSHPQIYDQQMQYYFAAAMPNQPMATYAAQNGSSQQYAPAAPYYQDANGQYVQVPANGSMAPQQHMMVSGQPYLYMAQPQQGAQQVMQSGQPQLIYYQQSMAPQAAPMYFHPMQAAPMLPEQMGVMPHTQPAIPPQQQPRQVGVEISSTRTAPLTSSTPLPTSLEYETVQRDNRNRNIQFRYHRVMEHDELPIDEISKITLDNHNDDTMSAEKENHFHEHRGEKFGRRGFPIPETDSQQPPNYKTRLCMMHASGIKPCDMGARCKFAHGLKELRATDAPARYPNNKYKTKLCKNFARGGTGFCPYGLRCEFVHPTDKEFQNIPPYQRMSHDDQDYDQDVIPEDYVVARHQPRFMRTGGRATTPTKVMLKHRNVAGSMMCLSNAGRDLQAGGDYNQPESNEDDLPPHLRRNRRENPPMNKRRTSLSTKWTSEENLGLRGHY
MCL1-BIM inh: inhibitors of MCL1 binding to BIM-BH3, primary screen, biochemical, fluorescence polarization; hit rate 0.68% among 320,000; GST-MCL1 / FITC-Bim-BH3 fluorescence polarization; Induced myeloid leukemia cell differentiation protein Mcl-1 (Homo sapiens), Q07820; inhibition, % at 10.9 µM;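 active = inhibition above the mean inhibition of all tested compounds plus 3 SD, set per campaign, cut at about 40% in these data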;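 note: 0% = DMSO wells and 100% = unlabeled Bim-BH3 peptide control; higher means more loss of mP so more displacement of Bim peptide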
GLD-1 RNA inh: GLD-1/TGE RNA complex disruptors, primary screen, biochemical, fluorescence polarization. Female germline-specific tumor suppressor gld-1 (Caenorhabditis elegans), Q17339. purified GLD-1 + fluorescein TGE RNA. inhibition, % at 5.96 µM. hit rate 0.44% among 320,000. AID 2280, 2010;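 active = percent inhibition above a per-plate cutoff, the plate mean of test compounds plus 3 SD, cut at about 30% in these data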;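 note: 0% = DMSO wells with GLD-1 and probe and 100% = wells lacking GLD-1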
Target sequence (Q17339 whole entry, looked up): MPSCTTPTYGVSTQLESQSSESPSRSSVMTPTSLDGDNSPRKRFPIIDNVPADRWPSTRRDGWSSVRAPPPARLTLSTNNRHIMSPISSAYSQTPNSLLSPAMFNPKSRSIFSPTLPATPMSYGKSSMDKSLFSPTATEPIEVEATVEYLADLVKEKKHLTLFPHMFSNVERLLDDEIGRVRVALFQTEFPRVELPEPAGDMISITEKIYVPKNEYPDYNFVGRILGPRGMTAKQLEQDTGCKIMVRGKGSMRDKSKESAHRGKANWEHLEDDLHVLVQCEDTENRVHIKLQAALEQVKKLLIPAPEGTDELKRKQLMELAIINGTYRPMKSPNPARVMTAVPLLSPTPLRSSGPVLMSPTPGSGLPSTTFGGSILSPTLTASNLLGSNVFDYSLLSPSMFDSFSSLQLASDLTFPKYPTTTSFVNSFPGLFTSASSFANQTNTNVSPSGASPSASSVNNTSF
VLA-4 inh: inhibition in human VLA-4 binding assay, primary screen, VLA-4 allosteric modulator project, MLPCN library, flow cytometry, VLA-4 expressing cells | ligand binding flow cytometry | inhibition, % (about 7 µM as worked out from the volumes in the protocol) | hit rate 0.2% among 330,000 | AID 2557, 2010; in the data active = inhibition above about 50%
AGP1 TOR yeast: modulators of AGP1-GFP expression in yeast TOR pathway, primary screen, cell-based, multiplex flow cytometry, S. cerevisiae, MLPCN library; 3 h; GFP as percent of DMSO wells; GFP response vs DMSO, % at 10 µM; hit rate 0.02% among 320,000;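 active = GFP response relative to DMSO above a set limit, near screen average plus 3 SD, cut at about 150% in these data; inconclusive = fewer than 70 cells counted for the yeast strain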;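 note: median GFP channel fluorescence of the gated AGP1 strain per well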
The depositor's hits bear a star; ? = inconclusive; · = no result given; [ ] = remark or other dose. No enrichment for hits (roughly 2.1% active in at least one column).

SMILES	CIT2 TOR yeast	GRK2 inh	Bcl-xL primary	Yeast superoxide	MEX-5 binding	MCL1-BIM inh	GLD-1 RNA inh	VLA-4 inh	AGP1 TOR yeast
Nc1cc(N)nc(SCCN2CCCCC2)n1	90	0	2	115	-1.3	-4	-8	0	96
COC(=O)[C@H](CCSC)NC(=O)Nc1ccc(C)c(C)c1	100	5	5	86	1.9	10	1	6	107
Cn1c(C(=O)O)cnc1Sc1ncc(C(F)(F)F)cc1Cl	99	0	-2	104	1.5	-5	-4	5	102
Cc1cccc(C)c1NC(=S)NC1CCCCC1	102	0	3	103	-1.6	0	-1	-3	95
CC1=C(C(=O)Nc2ccccc2C)C(c2ccc(C)o2)n2c(s/c(=C/c3ccccc3)c2=O)=N1 (stereo not given)	83	0	5	108	-2.8	0	-2	2	95
CC(C)[C@H](NC(=O)[C@@H]1CSCN1C(=O)OC(C)(C)C)C(=O)NCC1CCC(C(=O)O)CC1 (stereo not given in full)	82	0	0	81	0.8	8	2	11	86
CC(=O)Nc1nc(C)c(Oc2ccc(C)cc2)c(=O)[nH]1	96	1	-1	112	·	0	-4	-1	102
COc1cc(C(=S)N2CCOCC2)cc(OC)c1OC(=O)c1ccccc1[N+](=O)[O-]	109	0	8	98	1.9	12	5	4	107
Nc1c(-c2ccc(Cl)cc2)cnn1-c1cccc([N+](=O)[O-])c1	88	0	2	107	2.3	7	6	3	98
CCOC(=O)c1cnn(-c2ccc(Cl)cc2)c1C1CCN(C(=O)OC(C)(C)C)CC1	98	0	3	108	0.0	-2	0	3	104
O=c1c2ccccc2nc(SCc2ccccc2)n1Cc1ccco1	84	2	-2	95	2.3	8	2	12	98
O=C(N/N=C1\C2CN3CCN(C2)CC1(c1ccccc1)C3)c1ccc(F)cc1	119	0	-8	88	0.7	2	13	15	107
Cc1nnn(C23CC4CC(CC(CC(=O)Nc5ccc(C)c(Cl)c5)(C4)C2)C3)n1	100	1	1	111	-0.9	-6	7	16	101
Cc1ccccc1N(C(=O)Cn1nnc2ccccc21)C(C(=O)NCc1ccco1)c1ccncc1 (stereo not given)	107	1	7	103	-0.6	8	-3	21	113
O=C1CCC/C(=N/NC(=O)c2ccc(CN3c4cccc5cccc(c45)S3(=O)=O)cc2)C1	111	1	11	98	-1.0	8	40*	6	106
Cc1ccc(/C=N/NC(=O)c2ccccn2)o1	88	0	5	92	-5.5	3	-3	3	85
Cc1onc(-c2c(F)cccc2Cl)c1C(=O)NCc1ccccc1	101	2	4	105	-3.2	20	10	4	88
COC(=O)c1ccccc1NC(=O)C12CC3CC(C1)CC(n1cnc(Cl)n1)(C3)C2	85	0	2	100	0.0	1	4	16	102
Cc1cc(NC(=O)COC(=O)COc2cccc3c2OC(C)(C)C3)no1	87	0	6	102	-0.6	5	5	15	102
CC(c1cccs1)N(Cc1ccco1)C(=S)Nc1ccc(F)c(Cl)c1 (stereo not given)	104	0	1	91	-2.0	0	1	-2	106
Cc1nc(N/N=C/c2ccccc2)nc(N(C)c2ccccc2)c1[N+](=O)[O-]	94	0	4	104	3.0	-2	1	30	92
N#CN1CCC(NS(=O)(=O)c2ccc(C(F)(F)F)cc2)C1 (stereo not given)	95	0	-3	107	·	-8	10	13	102
CC(=O)c1cccc(S(=O)(=O)N(CCCO)Cc2cc3ccc(C)cc3[nH]c2=O)c1	100	0	4	96	0.1	1	3	3	97
Cc1ccc(C)c(N=Cc2c(O)c3ccccc3oc2=O)c1	84	2	5	93	1.8	2	0	5	76
O=C(COC(=O)c1ccc(Br)o1)NCc1ccco1	92[may fluoresce red]	4	4	92	0.4	16	3	5	?
O=C(c1ccccn1)C1CCCN(Cc2cn[nH]c2-c2cc3ccccc3o2)C1 (stereo not given)	93	90*	2	82	-1.7	2	3	9	93
O=C(C1CCCN1C(=O)c1cccs1)N1CCN(Cc2ccc3c(c2)OCO3)CC1 (stereo not given)	96	0	1	106	0.1	-5	2	0	99
O=C(O)c1ccccc1SC1CC(=O)N(C2CCCCC2)C1=O (stereo not given)	91	4	0	100	-1.3	9	2	-10	102
Fc1ccc(NC(=S)Nc2ccc(Br)cc2)cc1	94	3	9	99	-0.1	8	0	0	108
COc1ccc(C/C(N)=N/OC(=O)c2ccco2)cc1OC	97	2	2	103	-2.0	6	-11	-4	97
Cc1ccc(C)c(S(=O)(=O)N/N=C/c2ccc(N3CCOCC3)cc2)c1	104	0	8	101	-1.6	-5	-1	8	116
CC(C)(C)OC(=O)C[C@H]1C/C=C\C[C@H](CC(=O)NCCO)C(=O)NC[C@@H](c2ccccc2)OC1=O	87	0	·	107	·	·	7	2	101
COCc1ccc(CN2CCC(CO)(CC3CCCCO3)CC2)o1 (stereo not given)	87	2	8	100	-1.6	3	1	0	101
Cc1ccc(C(=O)O)cc1NC(=O)C1CCCN1S(=O)(=O)c1cccc2nsnc12 (stereo not given)	102	4	2	102	-1.4	5	0	-13	94
COc1ccc(C(O)P(=O)(OC(C)C)c2ccc(N(C)C)cc2)c(OC)c1 (stereo not given)	99	0	4	101	-0.4	7	2	3	91
CSc1nc(Sc2ccc(Cl)cc2)c2ccccc2n1	90	1	5	110	-2.0	5	1	22	89
O=C(NCC1CCCO1)c1ccccc1-c1nc(-c2ccc(Cl)cc2)no1 (stereo not given)	100	0	2	102	-0.6	6	-2	10	105
Cc1c2cnn(-c3ccccc3)c(=O)c2c(C)n1CCCC(=O)N1CCN(C2CCCCC2)CC1	93	3	4	100	0.8	2	1	-1	102
CCC1(C(=O)c2ccccc2)C(c2ccc([N+](=O)[O-])cc2)C1(C(=O)OC)C(=O)OC (stereo not given)	98	1	4	98	-1.0	0	2	·	105
Clc1ccc(-c2nsc(N3CCOCC3)n2)c(Cl)c1	94	0	7	106	0.6	3	-8	10	96

Exported as comma-separated lines: entries from further up.
SMILES,CIT2 TOR yeast,GRK2 inh,Bcl-xL primary,Yeast superoxide,MEX-5 binding,MCL1-BIM inh,GLD-1 RNA inh,VLA-4 inh,AGP1 TOR yeast
CSc1nc(Sc2ccc(Cl)cc2)c2ccccc2n1,90,1,5,110,-2.0,5,1,22,89
O=C(NCC1CCCO1)c1ccccc1-c1nc(-c2ccc(Cl)cc2)no1 (stereo not given),100,0,2,102,-0.6,6,-2,10,105
Cc1c2cnn(-c3ccccc3)c(=O)c2c(C)n1CCCC(=O)N1CCN(C2CCCCC2)CC1,93,3,4,100,0.8,2,1,-1,102
CCC1(C(=O)c2ccccc2)C(c2ccc([N+](=O)[O-])cc2)C1(C(=O)OC)C(=O)OC (stereo not given),98,1,4,98,-1.0,0,2,·,105
Clc1ccc(-c2nsc(N3CCOCC3)n2)c(Cl)c1,94,0,7,106,0.6,3,-8,10,96

Continued.
SMILES	CIT2 TOR yeast	GRK2 inh	Bcl-xL primary	Yeast superoxide	MEX-5 binding	MCL1-BIM inh	GLD-1 RNA inh	VLA-4 inh	AGP1 TOR yeast
Cc1cccc(/C=C2/S/C(=N/N=C3\CC4CCC3(C)C4(C)C)NC2=O)c1 (stereo not given)	102	1	6	102	-1.5	9	1	4	106
CC(CN1CCCCC1)OC(=O)/C=C/c1ccccc1 (stereo not given)	98	0	-9	90	-1.6	-9	-5	11	99
O=C(NCc1ccco1)c1ccc(-c2csnn2)cc1	99	0	1	107	1.3	-6	5	-3	110
CCOC(=O)C1CCCN(/C=C2\SC(=S)N(CC)C2=O)C1 (stereo not given)	91	1	4	98	0.0	1	-1	2	106
CCc1ccc(NC(=O)CCS(=O)(=O)c2ccc3c(c2)CCN3C(C)=O)cc1	102	0	4	92	-1.2	12	6	9	101
O=C(NCCc1ccccc1)c1ccccc1NS(=O)(=O)N1CCCC1	95	0	7	96	-1.8	3	1	-14	94
C#Cc1ccc([C@H]2C=C(C(=O)O)O[C@@H](OCc3ccc(CO)cc3)C2)cc1	95	9	4	104	0.3	-1	2	-12	101
CC(C)(C)OC(=O)NOCC(=O)N(CC(=O)c1ccccc1)Cc1ccccc1	91	5	-3	105	-2.3	-5	-8	-2	94
CC(C)CCc1noc(CN(C)CC2CCN(Cc3ccccc3)CC2)n1	101	0	1	98	-1.8	-7	6	-6	108
Cc1cc(C)c2c(c1)/C(=N/NC(=O)c1ccc(O)cc1)CCC2	107	0	10	79	0.5	9	3	-14	89

2 neighbouring records out of the list so far, quoted:
SMILES	CIT2 TOR yeast	GRK2 inh	Bcl-xL primary	Yeast superoxide	MEX-5 binding	MCL1-BIM inh	GLD-1 RNA inh	VLA-4 inh	AGP1 TOR yeast
Cc1cccc(/C=C2/S/C(=N/N=C3\CC4CCC3(C)C4(C)C)NC2=O)c1 (stereo not given)	102	1	6	102	-1.5	9	1	4	106
CC(CN1CCCCC1)OC(=O)/C=C/c1ccccc1 (stereo not given)	98	0	-9	90	-1.6	-9	-5	11	99

Next section
SMILES	CIT2 TOR yeast	GRK2 inh	Bcl-xL primary	Yeast superoxide	MEX-5 binding	MCL1-BIM inh	GLD-1 RNA inh	VLA-4 inh	AGP1 TOR yeast
CCOC(=O)c1cc(CC)sc1N	88	1	3	116	2.6	7	1	5	95
Cc1cc(/C=N/n2cnnc2)c(C)n1-c1ccccc1	97	3	3	97	0.5	-3	8	0	93
c1ccc(CSc2ccc(-c3ccccn3)nn2)cc1	83	0	-4	123	1.3	-6	-12	-2	93
CC(=O)NC1(c2cccc(F)c2)CCN(CC(=O)NC(C)C)CC1	101	2	4	101	1.1	-4	6	-14	101
Cn1nccc1C(=O)Nc1sc2c(c1C#N)CCCC2	101	0	2	113	-0.8	6	0	-5	101
Cc1ccc2c(c1)NC(=O)C(CC(=O)N(C)Cc1ccccc1)O2 (stereo not given)	104	0	3	101	-0.2	3	-2	8	110
c1ccc(OCCN2C3=NCCN3c3ccccc32)cc1	95	0	7	113	-2.8	5	1	-1	95
CC1CCN(CCCCOc2cccc(C(C)C)c2)CC1	106	0	-1	95	-2.4	8	-7	7	97
CC(C)Cc1cc(C(=O)N2CCCC(CCC(=O)N(C)CCc3ccccn3)C2)no1 (stereo not given)	93	0	3	106	1.4	0	-1	0	96
COc1ccc(C(=O)Cc2nnc(C)s2)cc1	96	1	2	91	0.1	9	-4	-3	98
